# High-throughput results as filed in PubChem.
# CHO-K1 Ca PAM – nonselective activator or artifact in parental CHO-K1 calcium assay | activation, % at 3 µM | ATP EC20, Fluo-8 calcium fluorescence; 0% at ATP EC20, 100% at ATP max | 0.02% of 360,000 active;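 active = activation above the run cutoff, the mean activation of all test compounds plus 3 SD, cut at about 40% in these data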;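 note: peak over basal fluorescence ratio in a 140 s read after ATP addition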
# M1 antag – blocks human M1 muscarinic receptor; CHO-K1 hM1, Fluo-8 calcium fluorescence, ACh EC80 antagonist; 1.3% of 360,000 active; inhibition, % at 3 µM;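 active = percent inhibition above its own plate's cutoff, namely the mean of that plate's compound wells plus 3 SD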;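 note: peak over basal fluorescence ratio during 140 s after agonist addition; 0% = ACh EC80 plus DMSO and 100% = DMSO alone without agonist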
# Target sequence (P11229 whole entry, looked up): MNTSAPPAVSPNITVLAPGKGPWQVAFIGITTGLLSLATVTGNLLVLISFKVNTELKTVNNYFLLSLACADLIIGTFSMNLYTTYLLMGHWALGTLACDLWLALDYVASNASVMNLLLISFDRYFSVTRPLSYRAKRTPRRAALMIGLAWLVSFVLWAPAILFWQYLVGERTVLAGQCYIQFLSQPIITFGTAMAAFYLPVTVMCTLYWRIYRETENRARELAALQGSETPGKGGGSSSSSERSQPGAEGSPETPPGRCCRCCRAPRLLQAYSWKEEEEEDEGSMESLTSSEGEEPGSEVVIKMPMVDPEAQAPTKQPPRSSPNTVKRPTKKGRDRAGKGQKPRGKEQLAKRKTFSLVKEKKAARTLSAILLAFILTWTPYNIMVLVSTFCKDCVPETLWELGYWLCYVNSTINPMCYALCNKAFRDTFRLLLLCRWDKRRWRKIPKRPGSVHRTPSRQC
# CHO parental Ca – counter-screen for OX1R antagonists: effect in parental CHO cells; parental CHO-K1, ATP-induced calcium, Fluo-8 fluorescence; inhibition, % at 5.6 µM; 0.63% of 330,000 active;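 active = inhibition above that plate's mean sample inhibition plus 3 SD, cut at about 26% in these data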;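 note: 0% = ATP-challenged DMSO wells and 100% = DMSO wells without ATP; some compounds past the cut are filed as inactive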
#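 Assay system – parental CHO cells · Reagent – ATP stimulus · Detection – intracellular calcium via Fluo-8 no-wash fluorescent dye · Evaluation – percent inhibition of ATP-evoked calcium rise, normalized to controls · Controls – ATP wells versus no-ATP DMSO wells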
# M1 ag – human M1 muscarinic receptor agonism; activation, % at 3 µM; 0.33% of 360,000 active; CHO-K1 hM1, Fluo-8 calcium fluorescence, agonist mode; 0% DMSO, 100% acetylcholine EC100;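 active = activation above the run's mean compound activation plus 3 SD, cut at about 16% in these data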;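 note: peak over basal fluorescence ratio within a 140 s kinetic read after compound addition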
# M1 PAM – human CHRM1 positive allosteric modulation | P11229 | CHO-K1 hM1, Fluo-8 calcium fluorescence, ACh EC20; 0% = ACh EC20, 100% = maximal ACh | activation, % at 3 µM | 0.088% of 360,000 active; in the data active = activation above about 19%, passing the limit was not always enough
# TAAR1 agonist – human TAAR1 agonism. activation, % at 3 µM. CHO RD-HGA16 TAAR1, Fluo-8 calcium fluorescence; vehicle wells 0%, saturating PEA agonist 100%. 0.99% of 360,000 active;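 active = activation above the mean activation of all test compounds in the run plus 3 SD, cut at about 38% in these data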
# Target sequence (Q96RJ0 whole entry, looked up): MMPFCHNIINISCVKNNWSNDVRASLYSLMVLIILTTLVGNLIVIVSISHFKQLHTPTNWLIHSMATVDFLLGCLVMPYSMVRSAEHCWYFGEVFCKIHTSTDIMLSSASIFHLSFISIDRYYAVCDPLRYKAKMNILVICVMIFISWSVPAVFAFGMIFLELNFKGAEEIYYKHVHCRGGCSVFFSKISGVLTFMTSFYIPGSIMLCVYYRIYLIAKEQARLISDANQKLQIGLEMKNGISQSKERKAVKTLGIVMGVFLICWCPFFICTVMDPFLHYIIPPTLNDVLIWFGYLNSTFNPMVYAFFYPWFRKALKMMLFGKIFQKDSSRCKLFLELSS
#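 Benchmarks: low control DMSO, high control PEA (EC100); System: CHO RD-HGA16 cells carrying human TAAR1 plus Gα16; Detection: Fluo-8 fluorescence, 5 s baseline then 140 s kinetic read; Schedule: 17-24 h plating, Fluo-8 75 min 37 °C, 30 min RT; Read-out basis: % activation from peak over basal fluorescence ratio, DMSO-to-PEA scaled.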
# CHO-K1 Ca ag – counter-screen for M1 agonists: effect in parental CHO-K1 cells; activation, % at 3 µM; Fluo-8 calcium fluorescence; scaled to maximal ATP response, vehicle zero; AID 602248; 0.48% of 360,000 active; in the data active = activation above about 15%;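 note: untransfected CHO-K1 host cells lacking M1 receptor as counterscreen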
# CHO-K1 Ca antag – nonselective inhibitor or artifact in parental CHO-K1 cells. ATP-induced calcium, Fluo-8 fluorescence. inhibition, % at 3 µM. 0.6% of 360,000 active. AID 602250;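 active = inhibition above a per-plate cutoff, the plate's mean sample inhibition plus 3 SD, cut at about 24% in these data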;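 note: 0% = DMSO plus EC80 ATP and 100% = DMSO alone without ATP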
# TAAR1 antag – human TAAR1 antagonism | CHO RD-HGA16 TAAR1, Fluo-8 calcium fluorescence, antagonist | 1.5% of 360,000 active | AID 624466 | inhibition, % at 3 µM;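 active = inhibition above a per-plate cutoff, the mean inhibition of test compounds on that plate plus 3 SD, cut at about 49% in these data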;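 note: 0% = DMSO plus EC80 beta-PEA response and 100% = DMSO alone without agonist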
#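 Test system – hTAAR1-expressing CHO RD-HGA16 cells, Gα16-coupled · Also added – β-PEA at EC80 concentration, post-compound challenge · Compound – 3 µM, single point · Incubation – dye loading 75 min at 37 °C, then 30 min room temperature · Measured by – Fluo-8 intracellular calcium dye fluorescence, real-time kinetic reads · Benchmarks – vehicle and agonist controls · Replicates – singlicate, one well per test compound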
# An asterisk follows results filed as active; nt = no result given.
SMILES,CHO-K1 Ca PAM,M1 antag,CHO parental Ca,M1 ag,M1 PAM,TAAR1 agonist,CHO-K1 Ca ag,CHO-K1 Ca antag,TAAR1 antag
CCCCn1c(-c2cccc(F)c2)nc2c1c(=O)[nH]c(=O)n2CC(C)C,22,-5,2,-4,9,1,0.9,-15,-22
Cc1nc2c(-c3ccc(F)cc3)c(C)nn2c(C)c1CCC(=O)Nc1ccccc1,-8,7,2,-2,3,-2,0.3,0,-7
Brc1ccccc1-c1nnc(CSc2nnnn2-c2ccccc2)o1,2,-10,-13,4,-4,11,2.8,-13,-11
Cc1ccc(C2CC(c3cccs3)n3nc(N)nc3N2)cc1 (stereo not drawn),-4,-15,-11,-3,-1,6,-0.3,9,6
CN1CCN(CC(=O)Nc2nc(-c3ccccc3)cs2)CC1,15,-14,5,-5,-6,-1,0.6,-3,-14
C#CCOCCOCCOCCNc1nc(N2CCN(C(=O)[C@H]([C@@H](C)CC)n3cc(CCCCN)nn3)CC2)nc(N2CCN(C(=O)[C@H](CCCCN)n3cc(CCC(=O)O)nn3)CC2)n1,12,-14,-2,-4,8,4,0.5,-18,-21
CN(C)c1cccc(NC(=O)C2Cc3c(-c4ccc(Cl)cc4)ccnc3O2)c1 (stereo not drawn),18,-18,nt,-4,6,0,0.1,-13,-5
Cc1ccc(S(=O)(=O)N(C)c2ccc3c(ncn3C)c2[N+](=O)[O-])cc1,-13,31,-5,-4,-15,8,-0.7,17,-15
CCOC(=O)c1cc(-c2ccncc2)nc2c1c(C)nn2-c1ccccn1,16,11,-12,-5,-6,11,2.8,-6,-5
CC1(C)Cc2c(c(-c3ccco3)nc3n[nH]c(N)c23)CO1,-4,1,-7,-1,5,8,0.2,10,19
O=C(CSc1ccc(F)cc1)NNC(=O)c1ccccc1Br,14,-1,-12,-1,1,3,0.9,-6,-2
C=CCN1C(c2ccccc2)=CS/C1=C(\C#N)c1nnc2n1CCCCC2,20,6,-9,-6,-4,9,2.6,-9,10
O=C(CSc1nn(-c2ccc(F)cc2)c(=S)s1)NC1CCS(=O)(=O)C1 (stereo not drawn),-4,-4,-9,-8,4,4,-0.6,4,-5
COC(=O)c1[nH]c2ccc(Br)cc2c1NC(=O)Oc1ccccc1,17,-16,1,0,-2,18,2.2,5,-2
CS(=O)(=O)N1CCCC(C(=O)Nc2ccc3c(c2)OCCO3)C1 (stereo not drawn),18,-7,-2,-8,4,9,8.0,0,7
Cc1c(Cl)cccc1NC(=O)Cn1nnc(C(=O)NCc2cccs2)c1N,-3,-12,-3,-5,12,4,0.2,9,-8
CCCn1c(N)c(C(=O)CSc2nnc(-c3ccco3)n2Cc2ccccc2)c(=O)[nH]c1=O,10,-11,-16,-2,11,23,0.4,-1,-13
Cc1cc(C)cc(C(O)c2ncc(-c3cccc(C(F)(F)F)c3)[nH]2)c1 (stereo not drawn),0,-4,nt,-1,-1,9,2.0,11,13
O=C1Nc2ccccc2C1=Nc1ccc(S(=O)(=O)Nc2nccs2)cc1,-3,-14,-4,0,17,-2,-1.0,5,-4
O=C(NCCc1cccs1)C1CC1,16,-6,-7,-2,2,3,0.7,-5,-44
O=S(=O)(NCCc1ccc(Cl)cc1)c1cccc2cccnc12,1,-4,-14,-2,4,7,0.8,-2,-6
CCC1SC(CC)C(=O)N(CC(=O)Nc2ccc3c(c2)OCO3)C1=O (stereo not drawn),19,8,-6,-5,-7,2,1.9,-4,-14
CCN1CCN(c2c(Cl)cccc2NC(=O)c2cc3ccccc3o2)CC1,0,6,-30,-6,-7,2,1.0,-4,-40
c1ccc(OCCCc2nc(-c3ccncc3)no2)cc1,13,-7,-11,-3,4,6,3.4,8,-4
CCc1nc(SCc2ccc(F)cc2)n[nH]1,15,-8,4,-5,8,6,2.8,-14,-11

# Reprinted from the part before: 2 entries; new compounds follow.
SMILES,CHO-K1 Ca PAM,M1 antag,CHO parental Ca,M1 ag,M1 PAM,TAAR1 agonist,CHO-K1 Ca ag,CHO-K1 Ca antag,TAAR1 antag
c1ccc(OCCCc2nc(-c3ccncc3)no2)cc1,13,-7,-11,-3,4,6,3.4,8,-4
CCc1nc(SCc2ccc(F)cc2)n[nH]1,15,-8,4,-5,8,6,2.8,-14,-11
COc1ccc([C@H]2CC(=O)C=C(c3cc(Br)ccc3OC)C2)cc1,-11,9,-23,-5,-6,11,-0.5,-5,24
CCC(C)(C)NC(=O)C(c1ccccn1)N(C(=O)c1csnn1)c1ccc(C)cc1 (stereo not drawn),5,-5,-8,-3,7,1,0.2,-17,-8
CCN(c1cccc(C)c1)S(=O)(=O)c1ccc2c(c1)NC(=O)CCS2,-8,-6,-10,-6,3,2,1.4,-15,18
CCOc1ccc(C2C(C#N)=C(N)N(c3sc4c(c3C#N)CCCC4)C3=C2C(=O)CCC3)cc1 (stereo not drawn),12,-10,-20,-3,3,8,1.2,-4,-6
CCn1c(C(=O)N2CCCC(C(=O)O)C2)cc2sccc21 (stereo not drawn),15,-10,-6,-2,7,6,0.3,-14,3
CCn1nc(C(=O)Nc2ccc3c(c2)OCCO3)c2ccccc2c1=O,-12,2,nt,-6,-4,2,1.1,7,-20
CN(c1ccc(C(=O)N2CCN(c3ccc(F)cc3)CC2)cc1)S(C)(=O)=O,11,-9,-7,-2,0,-2,0.1,-8,4
Cc1nnsc1-c1c(C(=O)N2CCOCC2)c(C)nn1-c1ccc(Cl)cc1,15,-25,1,-2,17,1,0.1,-12,-36
CN1CC(=O)N(CC(=O)Nc2cccc(S(=O)(=O)N3CCOCC3)c2)C1=O,14,-1,-10,-5,2,6,-0.3,-10,15
c1ccc(-c2ccccc2OCCCCN2CCCCC2)cc1,18,32*,-24,-11,-26,4,6.7,-6,-17
Cc1[nH]c2ccc(C(=O)N3CCN(Cc4ccccc4)CC3)cc2c1C,-5,-28,-7,-3,17,1,1.0,-16,2
Cc1cc(C)c(OCC(=O)Nc2ccc(S(=O)(=O)N3CCCC3)cc2)c(C)c1,8,8,-9,-6,-13,-1,0.8,-20,-3
CC(C)CCNC(=S)Nc1ccc(Br)cc1,-5,17,1,-4,-11,6,11,12,25
COc1ccc(C(=O)Nc2ccc(C3(C#N)CCCC3)cc2)cc1OC,14,-11,-14,-4,5,2,1.9,-5,-11
CCOC(=O)C1CCN(C(=S)NC2CCCC2)CC1,10,-2,-6,-2,6,0,0.8,1,-7
COc1cccc(CNC(=O)CCCC(=O)NC(C)CCc2ccccc2)c1 (stereo not drawn),15,-11,-1,4,5,3,0.5,-6,-18
COc1ccccc1/C=N/Nc1nc(C)cc(=O)[nH]1,13,-18,nt,1,14,1,0.3,0,-9
O=C(Oc1ccc(-c2cnc3ccccc3n2)cc1)c1cc([N+](=O)[O-])ccc1Cl,15,-9,-8,-1,6,14,0.4,-8,3
CC(=O)c1ccc2c3c(cccc13)CC2,8,-16,-2,1,9,2,-0.3,-5,11
O=C(OCC(=O)N1CCc2ccccc21)[C@@H]1CCCN1S(=O)(=O)c1ccccc1F,-17,-9,-5,-2,10,1,-0.3,13,-18
CC1CCCCN1C(=O)CSc1nnc(-c2cccnc2)o1 (stereo not drawn),-5,0,-14,-3,7,-2,0.8,-4,3
Cc1noc(C)c1S(=O)(=O)Nc1cc(C(F)(F)F)ccc1N1CCOCC1,-14,4,-4,-3,-2,9,1.1,3,7
CCOC(=O)c1cccc(NC(=O)c2cc3ccccc3o2)c1,19,-10,nt,-4,9,12,2.6,-15,29
Cc1noc(C)c1CSc1nnc(-c2ccccc2F)n1CCc1ccccc1,17,-44,-22,-9,7,5,1.3,-10,9
CC(OC(=O)Cc1n[nH]c(=O)c2ccccc12)C(=O)Nc1ccc(F)cc1Cl (stereo not drawn),2,-11,-11,-3,7,3,0.3,0,-23
# Other compounds follow.
SMILES,CHO-K1 Ca PAM,M1 antag,CHO parental Ca,M1 ag,M1 PAM,TAAR1 agonist,CHO-K1 Ca ag,CHO-K1 Ca antag,TAAR1 antag
COc1ccc([N+](=O)[O-])cc1N/C(=N/S(=O)(=O)c1ccccc1)c1ccccc1,-8,4,-23,-7,5,2,-0.4,5,-19
Cn1cnnc1Sc1ccc(CN2CCN(C3CCCC3)C(CCO)C2)o1 (stereo not drawn),-9,25*,-5,-10,-25,3,-0.1,17,-9
Cc1[nH]n(-c2ccc(Br)cc2)c(=O)c1C=Nc1ccc(S(=O)(=O)Nc2nccs2)cc1,15,-2,-1,-5,7,1,0.7,-1,15
CCC(C)Cn1cnc2c(SCc3ccccn3)nc(N)nc21 (stereo not drawn),16,-11,nt,-5,8,2,0.1,-9,-16
COc1ccc(NC(=O)Cn2c(-c3ccc(OC)cc3)cn(-c3ccc(C)cc3)c2=O)cc1,-1,-6,-14,-1,6,nt,-0.4,1,nt
Cc1nc(C(=O)NCC(=O)c2ccc(Cl)cc2)c(C(F)(F)F)o1,4,13,-11,-3,-7,4,4.3,4,2
CCOC(=O)c1[nH]ncc1CN1CCCC(C(=O)c2cc(Cl)ccc2OC)C1 (stereo not drawn),12,-10,-16,-12,12,5,1.0,-5,11
COc1ccccc1NC(=O)CCC(=O)Nc1ccccc1OC,15,-6,-12,-1,7,5,0.2,-2,-3
CN1CC=C2C(C#N)=C(N)C(C#N)(C#N)[C@H](c3ccoc3)[C@H]2C1,13,5,-6,2,-2,nt,5.5,-3,nt
O=C(OCC#CCSc1nnc(-c2cccc3ccccc23)o1)c1cccs1,-4,-2,-11,-3,-1,10,1.1,4,30
O=C(Nc1ccc(F)c(Cl)c1)C1CC2CCC1C2 (stereo not drawn),0,18,-21,0,-19,13,10,-2,16
CC1(C)CC(=O)C=C(NCCN2CCN(C(=S)Nc3ccc(F)cc3)CC2)C1,17,3,-13,-7,-3,0,1.1,3,5
CCOC(=O)c1sc2nc3c(cc2c1N)C(=O)CC(C)(C)C3,13,-3,-10,-4,3,0,0.0,-9,-6
CCOC(=O)C1(C(F)(F)F)N=C(C(F)(F)F)Nc2ccccc21 (stereo not drawn),20,-4,-1,-8,6,0,1.5,-4,-19
COC(=O)c1ccc(CSc2nc3cc(Cl)ccc3o2)cc1,-1,8,-20,-5,-1,7,0.1,2,21
CC(C)COc1nc2ccccc2nc1N1CCN(C)CC1,19,11,nt,-10,-18,3,2.7,-14,-11
Cc1snnc1C(=O)NC(=S)Nc1ccccc1,19,-20,1,3,19,2,2.2,-10,-12
Cc1cc(C)n2nc(SCC(=O)NCc3ccco3)nc2n1,17,-1,9,-5,3,11,0.5,-10,8

# Given with two lines to a compound: 2 of the compounds above
# The line under a structure holds: CHO-K1 Ca PAM | M1 antag | CHO parental Ca | M1 ag | M1 PAM | TAAR1 agonist | CHO-K1 Ca ag | CHO-K1 Ca antag | TAAR1 antag
- O=C(OCC#CCSc1nnc(-c2cccc3ccccc23)o1)c1cccs1
 : -4 | -2 | -11 | -3 | -1 | 10 | 1.1 | 4 | 30
- O=C(Nc1ccc(F)c(Cl)c1)C1CC2CCC1C2 (stereo not drawn)
 : 0 | 18 | -21 | 0 | -19 | 13 | 10 | -2 | 16
